Screens as filed in PubChem BioAssay.
Jurkat NFkB inh = lowers PMA/ionomycin-induced NF-kB signal in Jurkat cells; 330,000 compounds, 0.53% hits; inhibition, % at 4 µM; PMA/ionomycin-induced NF-kB luciferase reporter, luminescence; in the data active = inhibition above about 50%
EBI2 block = antagonists of human EBI2 receptor. EBI2 beta-arrestin recruitment, luminescence, 7a,25-OHC stimulated. inhibition, % at 5 µM. 360,000 compounds, 0.81% hits. P32249; in the data active = inhibition above about 38%;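 note: enzyme fragment complementation signal reports receptor beta-arrestin coupling in cells; 0% = agonist plus DMSO wells and 100% = wells without agonist; some results beyond the cut were filed as inactive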
UPR XBP1 act = adaptive UPR (XBP1) activation | AID 463104 | CHO-XBP1 luciferase reporter, IRE1-XBP1 UPR activation, luminescence; percent of tunicamycin response, DMSO as zero | activation, % at 20 µM | 330,000 compounds, 0.33% hits;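 active = versus positive control, 20 µM dose yields 30% or more activation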;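 note: 100% = tunicamycin at 10 µg/mL and 0% = DMSO only wells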
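Assay system: IRE1-XBP1 luciferase reporter CHO line. Input: 1000 cells/well. Buffer or medium: F12 with 10% serum. Doses: 20 µM, 1% DMSO. Times: overnight seeding at 37 °C, 6 h compound treatment at 37 °C. Technique: Steady-Glo luciferase glow luminescence, 10 min after reagent addition.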
CCR6 antag = blocks CCL20-driven beta-arrestin recruitment at human CCR6; P51684; CHO-K1 CCR6 PathHunter beta-arrestin, luminescence, CCL20-stimulated; inhibition, % at 20 µM; 340,000 compounds, 0.49% hits;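 active = compounds whose inhibition of the agonist-driven luminescence signal at 20 µM reaches about 50%, limit read from the data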;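 note: cells stimulated with CCL20 at 14 nM final; plate controls were DMSO with CCL20 for no effect and DMSO without agonist for full effect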
Gli-Sufu antag = blocks Gli-Sufu signaling in a luciferase reporter; Sufu-KO-LIGHT fibroblasts, Gli luciferase reporter luminescence; inhibition, % at 5 µM; 340,000 compounds, 0.74% hits; AID 588413;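 active = inhibition above about 55%, limit read from the data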;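 note: 0% = DMSO-treated cells and 100% = wells with medium but no cells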
CHOP UPR activ = apoptotic UPR (CHOP) activation; CHO-CHOP luciferase reporter, luminescence; percent of tunicamycin response over DMSO baseline; activation, % at 10 µM; 330,000 compounds, 0.34% hits;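 active = at 10 µM dose, activation of 40% or more, normalized to positive control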;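 note: 100% = tunicamycin at 10 µg/mL and 0% = DMSO alone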
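Material: CHO-CHOP cells, stable luciferase reporter of PERK-eIF2a-CHOP signalling; quantity: 500 reporter cells seeded per well; buffer or medium: F12 medium containing 10% fetal bovine serum; compound: one dose, 10 µM in 0.5% DMSO; incubation: 6 h compound treatment, 37 °C; measured by: Steady-Glo luciferase luminescence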
CXCR6 block = inhibitors of human CXCR6 receptor; O00574; CHO-K1 PathHunter CXCR6 beta-arrestin, luminescence; inhibition, % at 20 µM; 360,000 compounds, 0.36% hits; AID 602244; in the data active = inhibition above about 34%, passing the limit was not always enough;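 note: antagonist mode with CXCL16 agonist at 10 nM final; 0% = 10 nM CXCL16 with DMSO and 100% = unstimulated wells without agonist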
697 NFkB inh = inhibitors of the PMA/ionomycin-induced NF-kB reporter in 697 B cells | AID 435022 | 330,000 compounds, 0.33% hits | 697 B-cell NF-kB luciferase reporter, 16 h | inhibition, % at 4 µM; in the data active = inhibition above about 35%
Mdm2 MdmX PPI = human Mdm2/MdmX binding inhibition; O15151+Q00987; SaOS-2 split-luciferase Mdm2/MdmX complementation, luminescence; inhibition, % at 8 µM; 330,000 compounds, 3% hits; AID 485346;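 active = inhibition of at least 50% at 8 µM in the primary screen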
Target sequence (O15151 whole entry, looked up): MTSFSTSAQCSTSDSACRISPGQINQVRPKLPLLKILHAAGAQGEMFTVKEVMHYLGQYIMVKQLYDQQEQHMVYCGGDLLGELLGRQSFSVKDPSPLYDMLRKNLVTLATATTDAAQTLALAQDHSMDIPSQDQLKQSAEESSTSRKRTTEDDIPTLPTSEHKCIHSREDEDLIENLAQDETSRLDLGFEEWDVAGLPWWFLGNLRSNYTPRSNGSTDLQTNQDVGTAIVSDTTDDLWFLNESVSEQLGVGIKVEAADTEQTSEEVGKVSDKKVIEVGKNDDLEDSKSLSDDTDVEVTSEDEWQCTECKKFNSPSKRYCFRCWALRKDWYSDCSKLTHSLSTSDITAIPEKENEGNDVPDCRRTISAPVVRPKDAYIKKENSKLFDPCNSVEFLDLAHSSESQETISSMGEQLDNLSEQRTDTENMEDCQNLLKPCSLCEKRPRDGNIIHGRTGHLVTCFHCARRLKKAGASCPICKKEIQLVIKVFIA
Target sequence (Q00987 whole entry, looked up): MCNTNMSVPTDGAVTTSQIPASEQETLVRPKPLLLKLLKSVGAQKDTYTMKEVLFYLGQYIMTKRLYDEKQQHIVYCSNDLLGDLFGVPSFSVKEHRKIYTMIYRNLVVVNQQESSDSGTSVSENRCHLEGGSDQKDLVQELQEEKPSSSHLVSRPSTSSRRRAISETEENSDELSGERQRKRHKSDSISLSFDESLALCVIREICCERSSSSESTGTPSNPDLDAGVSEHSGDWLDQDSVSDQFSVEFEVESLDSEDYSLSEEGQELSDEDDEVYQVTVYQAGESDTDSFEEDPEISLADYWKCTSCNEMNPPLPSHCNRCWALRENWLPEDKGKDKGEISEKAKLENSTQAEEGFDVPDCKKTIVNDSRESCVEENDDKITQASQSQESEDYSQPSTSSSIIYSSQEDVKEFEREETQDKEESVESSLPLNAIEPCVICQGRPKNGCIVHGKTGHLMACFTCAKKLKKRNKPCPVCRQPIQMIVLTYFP
An asterisk follows results filed as active; nt = no result given.

compound	Jurkat NFkB inh	EBI2 block	UPR XBP1 act	CCR6 antag	Gli-Sufu antag	CHOP UPR activ	CXCR6 block	697 NFkB inh	Mdm2 MdmX PPI
CC1CC(=O)Nc2ccccc2N1C(=O)CN1CCN(C=O)CC1 (stereo unspecified)	14	-6	0	0	-3	0.5	8	16	14
COCCCNC(=O)N1c2ccccc2Sc2ccccc21	-1	-3	-3	8	-11	-2.3	12	3	6
Cc1c(NC(=S)NC(=O)c2ccccc2)c(=O)n(-c2ccccc2)n1C	7	-22	-2	-1	1	2.6	-2	3	8
O=[N+]([O-])c1c(NCCCO)cc(SCc2ccco2)c2nonc12	7	1	-1	63*	-11	0.0	28	-10	29
O=C(OCC(=O)N1CCC(Cc2ccccc2)CC1)c1ccc[nH]c1=O	24	-2	-3	-2	-4	-0.8	-2	16	25
O=C(c1ccccc1)c1c(O)nc(-c2ccccc2)n(-c2ccccc2)c1=O	-47	-10	1	-1	3	0.8	-7	-72	-13
O=C(c1cccnc1)C1Cc2ccccc2C1=O (stereo unspecified)	-16	-7	0	-1	7	2.0	9	-14	-3
O=C(CCNC(=O)N1CCn2c1nc1ccccc12)NCc1ccc(F)cc1	14	0	-5	1	0	-1.4	-12	0	21
CC(C)C[C@@H](CNCC(=O)[C@H](C)NC(=O)c1[nH]cnc1C(=O)N[C@@H](C)CN)NC(=O)c1nc[nH]c1C(=O)N[C@@H](C)C(=O)O	nt	3	nt	-1	6	nt	6	nt	nt
CCC(CO)Oc1cc(NCc2cccc(OC)c2)c2ncn(C(C)C)c2c1 (stereo unspecified)	1	-2	-2	13	-5	-1.1	-17	-21	17
Cc1cccc(C(=O)OCC(=O)N(CC(C)C)c2c(N)n(Cc3ccccc3)c(=O)[nH]c2=O)c1C	-11	3	-1	12	7	-2.8	-4	11	10
Cc1ccc(S(=O)(=O)N(C)/N=C2/C(=O)N(CC(=O)O)c3ccccc32)cc1	3	-1	-4	6	-24	-1.4	0	2	-17
CN(C(=O)COC(=O)Cc1c[nH]c2ccccc12)c1c(N)n(Cc2ccccc2)c(=O)[nH]c1=O	3	-9	0	5	9	-0.6	-2	-5	-23
Cc1ccc(-n2c(CCC(=O)O)ccc2-c2cccs2)cc1	-123	-2	0	9	25	4.1	-1	-95	-20
Clc1ccc(-c2nnc(-c3ccccc3)c(-c3ccccc3)n2)cc1	-8	19	0	19	8	1.0	5	0	-8
Cc1nn2c(CN(C(=O)CN3CCOCC3)c3ccccc3)nnc2c2ccccc12	2	-7	-2	-2	4	0.9	-1	6	-8
Cc1cc2n(n1)SC(Nc1ccc(F)c(Cl)c1)N2 (stereo unspecified)	-3	-1	2	-10	-17	0.5	-6	-17	-4
COc1ccc2c(c1)CCc1c(C(=O)N3CC4(C)CC3CC(C)(C)C4)noc1-2 (stereo unspecified)	-17	31	1	8	0	-1.1	1	-40	21
O=C(CCSc1ccccc1)Nc1nnc(-c2ccccc2)o1	3	-1	-3	9	3	1.8	7	-13	-1
CCOc1ccc(CCN2C(=O)C3C4C=CC(C4)C3C2=O)cc1OCC (stereo unspecified)	-1	-8	3	-4	-14	-2.5	2	0	6
Cn1nnc2ccccc2c1=O	-4	-5	-1	-4	-5	0.5	0	15	13
COc1ccc(CCNC(=O)CSc2nccc(=O)[nH]2)cc1OC	4	-11	-3	-4	4	-0.7	0	4	-9
Cc1ccc(-n2nnnc2SCC(=O)NCC2(N3CCOCC3)CCCCC2)c(C)c1	5	-1	-2	11	27	-1.1	-7	9	23
COCCNC(=S)N1CCN(c2nc(-c3ccccc3)cs2)CC1	-3	2	-3	5	10	-0.5	-9	9	6
O=C(CNC(=O)c1ccco1)OCc1ccc(C(=O)c2ccccc2)cc1	-3	1	-3	7	-25	5.9	11	3	6

CCR6 antag, entries above that show a hit.
molecule	Jurkat NFkB inh	EBI2 block	CCR6 antag	CXCR6 block	697 NFkB inh	Mdm2 MdmX PPI
O=[N+]([O-])c1c(NCCCO)cc(SCc2ccco2)c2nonc12	7	1	63*	28	-10	29

Further records
compound	Jurkat NFkB inh	EBI2 block	UPR XBP1 act	CCR6 antag	Gli-Sufu antag	CHOP UPR activ	CXCR6 block	697 NFkB inh	Mdm2 MdmX PPI
COc1ccc(-c2[nH]ncc2/C=N\NC(=O)c2ccc(C(C)(C)C)cc2)cc1OC	-10	9	4	10	-4	7.2	-8	-29	16
CC(C)CCNC(=O)Cn1c(=O)oc2cc(S(=O)(=O)N3CCc4ccccc43)ccc21	10	2	-1	14	4	-0.6	-3	6	17
O=C(N/N=C/c1c(Cl)[nH]c2ccccc12)c1sc2ccccc2c1Cl	19	20	1	0	-6	0.4	12	1	33
Cc1ccc(O)c(NC(=O)c2cc3nc4c(c(C(F)(F)F)n3n2)CCc2ccccc2-4)c1	4	11	12	1	7	0.6	5	8	80*
O=C(NO)c1ccc(C(=O)N(C2CCCCC2)C2CCCCC2)cc1	11	3	-2	-1	-2	-1.7	14	7	11
O=S(=O)(CCc1ccccc1)N1CCOCC1	-10	-3	-2	-3	26	0.3	-3	7	16
O=C(CSC1=Nc2ccccc2C2CC=NN12)Nc1ccc(F)c(F)c1F (stereo unspecified)	2	1	7	11	-4	3.3	-6	-13	-6
O=C(Nc1cccc(S(=O)(=O)N2CCOCC2)c1)c1ccc2c(=O)n3c(nc2c1)CCCCC3	18	4	12	-17	7	2.5	-6	1	18
Cc1cnc(C(=O)OCC(=O)Nc2sc3c(c2C#N)CCC3)cn1	18	3	0	-3	-9	1.1	-20	5	15
COC(=O)c1c(C(=O)OC)c2ccccn2c1C(=O)c1ccccc1	-4	3	0	-3	-2	0.5	-8	12	11
CC(C)C(NC(=O)OCc1ccccc1)C(=O)OCC(=O)NC1CC1 (stereo unspecified)	13	-18	-3	-4	3	-2.3	-5	10	17
O=c1c2ccccc2oc2cc(-c3ccc4cc[nH]c4c3)ccc12	7	3	7	-3	-24	5.6	-9	-98	-16
CCc1ccc(C(=O)Nc2nnn(CC)n2)cc1	-59	-4	-3	-15	-46	-2.0	0	-38	-21
CCN(CC(=O)Nc1ccc(NC(C)=O)cc1)C(=O)c1ccc(COc2ccccc2)o1	19	-4	-4	1	1	0.6	-9	11	22
CCOc1cc(/C=C/c2cc(C(F)(F)F)[nH]c(=O)n2)ccc1O	2	11	-1	13	11	-1.6	1	12	18
CC(=O)Nc1ccc(C(=O)CSc2nnc3scc(-c4ccccc4)n23)cc1	10	-4	-2	9	5	-0.3	-1	17	-12
O=C(O)COc1ccc(F)cc1Br	12	2	0	-7	1	0.1	-4	-5	23
O=C(O)CCNS(=O)(=O)c1ccc2c(c1)Cc1ccccc1-2	-18	-1	-3	-14	5	0.4	3	6	28
CC(C)(C)NC(=O)CSc1nc(O)cc(=O)n1-c1ccccc1	-1	0	0	-6	4	-0.7	9	-7	-8
COc1cc(NC(=O)NCc2ccncc2)cc(OC)c1OC	8	3	-2	-2	0	-2.8	-8	5	16
COc1ccc(OC)c2sc(N(CCCN(C)C)C(=O)c3ccc(S(=O)(=O)N4CCc5ccccc5C4)cc3)nc12	94*	nt	-10	nt	nt	-8.8	nt	31	99*
Cc1cc(C)cc(N(CC(=O)NCC2CCCO2)C(=O)CCC(=O)Nc2cc(C)on2)c1 (stereo unspecified)	1	-1	-1	15	-16	-1.0	6	22	-8
COc1cccc(N2CCN(C(=O)c3cc4ccc(OC)cc4[nH]3)CC2)c1	-22	16	3	11	44	0.4	-4	5	6
Cc1ccc(C)c(N2CCN(c3ccc4cc(S(=O)(=O)N5CCCCC5)ccc4n3)CC2)c1	8	2	-5	20	17	-1.0	-4	-11	23
O=C(NC(=S)Nc1ccc(CN2CCOCC2)cc1)c1ccc([N+](=O)[O-])cc1	-2	7	-2	39	-1	-0.4	18	5	-9
O=C(Nc1ccccc1F)c1ccc(C(=O)c2ccccc2)cc1	-67	-2	-1	5	-5	3.8	5	-1	-55
O=C(/C(=C/O)N=Nc1ccc(Cl)cc1)c1ccncc1	6	17	13	-4	-10	0.2	5	-1	29
COc1ccc(CCNC(=O)CCS(=O)(=O)c2ccc(Br)cc2)cc1OC	1	1	3	-31	4	-0.7	-7	7	-14
COc1ccc(-c2cc(C(F)(F)F)nc(SCC(=O)Nc3sc4c(c3C#N)CCC4)n2)cc1	-2	12	5	12	3	-0.6	2	5	11
COc1ccc(-c2c(C)n([O-])c3c([n+]2=O)CCCCC3)cc1	-16	-8	-1	3	-1	-2.0	7	-12	22
CC(C)OC(=O)c1cc(Cl)c(=O)n(Cc2ccc(Cl)cc2Cl)c1	18	14	-1	26	2	0.0	6	0	17
COc1ccc(Nc2nnc(SC(C)C(=O)NC3CC3)s2)cc1 (stereo unspecified)	1	6	1	0	-1	1.8	0	2	18
CCOC(=O)C1CCCN(S(=O)(=O)c2cc3c4c(c2)CCN4C(=O)CC3)C1 (stereo unspecified)	6	-14	0	-4	1	-1.8	4	7	16
Cc1cccc(NC(=O)C(C)SCc2ccccc2)c1 (stereo unspecified)	-2	7	-3	4	2	0.4	4	-6	0
COc1ccc(NC(=O)c2ccco2)c2ccccc12	-8	-3	-2	0	5	0.9	-2	-4	7
COc1ccc(-c2cc(C(=O)Nc3ccc(S(=O)(=O)Nc4onc(C)c4C)cc3)c3ccccc3n2)cc1OC	6	-2	-2	6	-2	1.9	18	11	7
O=C(CSc1nc2ccccc2[nH]1)N1CCN(c2ccccc2)CC1	5	0	-4	1	-5	-0.5	1	-31	7
CCC(C)(C)NC(=O)Cc1ccc(OC)c(OC)c1	-11	6	1	9	0	-1.3	1	-9	1
CCOc1ccccc1C(=O)NCC(=O)NCCCSc1ccccc1	4	4	-4	-1	10	-2.3	6	9	8
C/C(=N\NS(=O)(=O)c1ccc(Br)cc1)c1ccc(-n2ccnc2)cc1	-2	-6	0	-4	2	-1.9	1	8	12
CS(=O)(=O)c1ccc2nc(NC(=O)C3CCCO3)sc2c1 (stereo unspecified)	-10	-3	-1	1	-11	4.4	-1	-16	-15
O=C(Nc1nnc(Cc2ccc([N+](=O)[O-])cc2)s1)Nc1ccccc1F	4	-8	3	8	-2	-1.1	0	8	37
O=c1nc(Nc2ccc(Br)cc2)sc2ccc([N+](=O)[O-])cc12	-1	17	-1	26	8	0.1	12	-26	-17
Cc1ccc(C(=O)OC2CCS(=O)(=O)c3sccc32)cc1 (stereo unspecified)	12	-7	0	-8	1	-0.7	-1	-17	-14
COc1cccc(NC(=O)Nc2nc(-c3ccc(OC)c(OC)c3)cs2)c1	90*	-88	-8	-3	33	0.2	-12	56*	96*
COc1ccc(CN(C(=O)c2nsc(Cl)c2Cl)C(C(=O)NC2CCCC2)c2ccc(C)cc2)cc1 (stereo unspecified)	-5	22	-1	10	8	-3.1	16	10	33

Compounds were not picked by outcome; any-hit rate near 5%.
